PPARg SRC-1 ag – promotes SRC-1 coactivator recruitment by human PPARgamma | P37231 | activation, % at 8 µM | PPARgamma-SRC-1 coactivator recruitment biochemical assay | actives 0.41% (n = 200,000); in the data active = activation above about 19%;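 note: 0% = DMSO and 100% = reference agonist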
Target sequence (P37231 whole entry, looked up): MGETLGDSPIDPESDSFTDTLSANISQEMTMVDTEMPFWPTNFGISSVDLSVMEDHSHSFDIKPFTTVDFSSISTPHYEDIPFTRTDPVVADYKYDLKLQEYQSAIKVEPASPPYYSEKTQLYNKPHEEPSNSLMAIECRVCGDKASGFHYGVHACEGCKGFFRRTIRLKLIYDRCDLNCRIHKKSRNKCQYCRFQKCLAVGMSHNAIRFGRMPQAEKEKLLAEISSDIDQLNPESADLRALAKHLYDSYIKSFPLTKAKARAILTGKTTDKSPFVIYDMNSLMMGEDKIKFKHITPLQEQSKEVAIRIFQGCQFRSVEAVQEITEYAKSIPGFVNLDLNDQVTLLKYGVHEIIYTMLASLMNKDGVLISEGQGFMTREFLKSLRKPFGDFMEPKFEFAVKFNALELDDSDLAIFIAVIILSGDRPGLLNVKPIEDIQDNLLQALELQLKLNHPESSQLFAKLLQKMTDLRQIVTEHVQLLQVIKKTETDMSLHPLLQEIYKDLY
SRC2 TRFRET art – counter-screen for PPARgamma SRC-2 recruitment agonists: TR-FRET artefact | stronger effect = higher value | TR-FRET ratio at 8 µM | actives 0.4% (n = 200,000) | AID 1049; in the data active = TR-FRET ratio above about 2000; note: inactives centre near 1500; reference of the scale not given here
ROMK mod – human ROMK K+ channel modulation, primary screen | P48048 | Tet-inducible ROMK, thallium flux fluorescence; actives lie on both sides | B-score at 10 µM | actives 2% (n = 130,000);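 active = signal ratio slope over the read window, or its plate-corrected B-score, at least 3 SD from the plate mean, either direction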;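 note: B-score of the F/F0 ratio slope over 7 to 12 s after thallium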
bIAP act – increases bovine intestinal alkaline phosphatase activity; purified bovine IAP, CDP-star luminescence, 30 min; stronger effect = higher value; fold of DMSO-control signal, blank-subtracted; activation factor at 20 µM; actives 0.17% (n = 200,000); AID 1016;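 active = activation factor of 2 or more at 20 µM, a signal rise over negative controls twice the positive control's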
TLR4 MyD88 comp – TLR4-MyD88 interaction inhibition in cells; actives 0.18% (n = 200,000); inhibition, % at 8.4 µM; O00206+Q99836; HeLa CL3-4 TLR4/MyD88 BLA complementation, FRET ratio; AID 861; in the data active = inhibition above about 25%;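 note: 0% = vehicle and 100% = reference inhibitor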
bIAP inhibitor – intestinal alkaline phosphatase (bovine) inhibition. inhibition, % at 20 µM. 190,000 tested, under 10 active. purified bovine IAP, CDP-star luminescence, 30 min;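 active = over 50% inhibition of intestinal alkaline phosphatase at 20 µM in the single-dose screen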
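System: Purified bovine intestinal alkaline phosphatase (IAP) enzyme | Input: IAP diluted 1/65,000,000 in the well | Also added: CDP-star chemiluminescent phosphatase substrate, 30 µM final | Dosing: 20 µM single dose | Times: Enzyme reaction for 30 min at room temperature | Detection: Luminescence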
PPARg SRC-2 ag – PPARgamma-driven SRC-2 recruitment agonism | P37231 | PPARgamma LBD-SRC-2 recruitment, biochemical | activation, % at 8 µM | actives 0.34% (n = 200,000) | AID 1032; in the data active = activation above about 22%;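 note: 0% = vehicle and 100% = reference agonist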
L major viab – reduces viability of Leishmania major promastigotes | resazurin fluorescence viability | inhibition, % at 10 µM | actives 9% (n = 200,000); in the data active = inhibition above about 50%;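 note: promastigotes grown with compound for 44 hours at 28 °C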
Redox H2O2 prof – compounds producing H2O2 with reducing agent – biochemical, NIH compound library profiling, artefact control for MLSCN library redox annotation, primary screen. DTT-dependent redox cycling H2O2, phenol red/HRP absorbance; 100% = 100 µM peroxide control, 0% = buffer. activation, % at 10 µM. actives 0.03% (n = 200,000);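 active = activation of at least 50% relative to the plate's high and low controls in the primary single-dose screen; inactive = activation below 50%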;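 note: compound incubated with DTT at 0.8 mM final as the reducing agent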
S1P3 antag – antagonists of human S1P3 receptor; Q99500; inhibition, % at 4.98 µM; actives 0.27% (n = 170,000); CHO S1P3 NFAT-BLA reporter, FRET fluorescence, antagonist mode;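 active = inhibition above the plate cutoff, the mean inhibition of test wells on that plate plus 3 SD, cut at about 28% in these data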;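 note: cells challenged with S1P at its EC80 of 0.8 µM; blue over green emission ratio from cleaved BLA substrate after 4 h stimulation; 0% = S1P-stimulated wells and 100% = unstimulated DMSO-only wells; some compounds past the cut are filed as inactive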
Target sequence (Q99500 whole entry, looked up): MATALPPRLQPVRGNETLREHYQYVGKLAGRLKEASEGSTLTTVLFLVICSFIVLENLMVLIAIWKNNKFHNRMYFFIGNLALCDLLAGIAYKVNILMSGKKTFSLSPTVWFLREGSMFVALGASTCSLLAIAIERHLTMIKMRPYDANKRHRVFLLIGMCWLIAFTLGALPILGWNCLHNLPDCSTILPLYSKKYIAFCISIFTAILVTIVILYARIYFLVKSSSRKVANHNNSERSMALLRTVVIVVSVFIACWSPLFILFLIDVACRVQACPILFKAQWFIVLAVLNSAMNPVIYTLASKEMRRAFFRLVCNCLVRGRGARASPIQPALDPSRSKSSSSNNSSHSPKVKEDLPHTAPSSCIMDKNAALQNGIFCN
PPARg SRC3 recr – agonists of human PPARgamma SRC-3 coactivator recruitment; P37231; biochemical PPARgamma/SRC-3 coactivator recruitment assay; activation, % at 8 µM; actives 0.26% (n = 200,000); in the data active = activation above about 23%;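 note: 0% = DMSO and 100% = reference agonist; some compounds past the cut are filed as inactive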
Starred values were filed as active, the others as inactive; x = no result given. An unsorted share of the library (roughly 11% active in at least one column).

SMILES	PPARg SRC-1 ag	SRC2 TRFRET art	ROMK mod	bIAP act	TLR4 MyD88 comp	bIAP inhibitor	PPARg SRC-2 ag	L major viab	Redox H2O2 prof	S1P3 antag	PPARg SRC3 recr
CCOC(=O)c1c(-c2ccco2)csc1NC(=O)CSc1nnc(N)s1	7	1553	x	0.9	2	8	12	1	-0.3	x	16
CCCOc1ccc(-c2nnn(CC(=O)N3CCC(C)CC3)n2)cc1	2	1746	-0.77	0.9	-4	10	7	1	-0.2	x	2
COc1cccc(C2C(C(C)=O)=C(O)C(=O)N2CCc2c[nH]c3ccccc23)c1 (stereo not drawn)	5	1564	x	1	-12	2	2	-5	-3.4	x	17
CNC(=O)c1ccc(OC2CSC2)cc1	-3	1585	0.041	1	6	1	3	-6	0.1	x	-2
CCC(C)NC(=O)CNC(=S)N(CCCN1CCOCC1)Cc1cccs1 (stereo not drawn)	-2	1600	0.5	1	10	0	-9	-3	-0.2	-4	3
CCn1ncc(/C=C/C(=O)NCc2cnn(C)c2C)c1C	3	1526	x	0.9	-11	10	0	-4	-3.7	x	-5
COc1ccc2[nH]cc(C(=O)CN3CCCC(C)C3)c2c1 (stereo not drawn)	4	1673	x	1	4	5	10	-4	-1.1	-16	-5
CC(C)[C@H](NS(=O)(=O)c1ccccc1)C(=O)OCC(=O)NC(=O)c1cccn1C	-2	1686	-0.94	1	-6	2	5	-5	0.5	x	7
CC(=O)NCCC(=O)Nc1sc2c(c1-c1nc3ccccc3[nH]1)CCCC2	15	1679	x	1.2	2	-20	14	98*	-4.5	x	-3
Cn1cccc1C(=O)NC(=O)COC(=O)C12CC3CC(CC(O)(C3)C1)C2	-2	1506	0.06	1	8	2	1	-6	0.1	x	-4
O=C(NC(=S)NCc1ccccc1)c1cccnc1	5	1785	-0.23	1.1	-11	-8	-6	-5	0.2	12	2
CCC1CCCCN1C(=S)NC(=O)c1ccc([N+](=O)[O-])cc1 (stereo not drawn)	-2	1429	x	1	5	-4	5	-2	0.6	-3	-5

Overlap with the part before: three entries; new compounds follow.
SMILES	PPARg SRC-1 ag	SRC2 TRFRET art	ROMK mod	bIAP act	TLR4 MyD88 comp	bIAP inhibitor	PPARg SRC-2 ag	L major viab	Redox H2O2 prof	S1P3 antag	PPARg SRC3 recr
Cn1cccc1C(=O)NC(=O)COC(=O)C12CC3CC(CC(O)(C3)C1)C2	-2	1506	0.06	1	8	2	1	-6	0.1	x	-4
O=C(NC(=S)NCc1ccccc1)c1cccnc1	5	1785	-0.23	1.1	-11	-8	-6	-5	0.2	12	2
CCC1CCCCN1C(=S)NC(=O)c1ccc([N+](=O)[O-])cc1 (stereo not drawn)	-2	1429	x	1	5	-4	5	-2	0.6	-3	-5
CCN(CC(=O)NCc1cccs1)C(=O)c1ccccc1F	0	1292	0.01	1.3	-11	-35	-7	35	-2.3	-20	1
O=C(Cn1c(-c2cncs2)nc2ccccc21)NC1CCCC1	-5	1569	-0.051	0.9	-5	11	13	3	0.4	-10	-10
Cc1c(Cl)cccc1NC(=O)CCCN1C(=O)CCC1=O	6	1555	x	0.9	-12	10	-7	-7	-0.5	x	-3
COc1nc(-c2ccccc2)nnc1-c1ccccc1	-2	1598	-0.27	1	-12	-3	-5	10	-1.7	-8	-1
CCOCC(=O)Nc1cc(Cl)c(OC)cc1OC	-5	1617	x	1	10	3	6	-5	0.7	-12	5
C#CC(=O)N(c1ccc(OC)c(OC)c1)C(C(=O)NC1CCCC1)c1cccs1 (stereo not drawn)	0	1507	x	1	16	-1	0	100*	1.8	x	-6
Cc1cc(C)c(-c2cc(C(=O)Nc3c(C)n(C)n(-c4ccccc4)c3=O)[nH]n2)c(O)c1	1	1646	x	1.7	-8	-65	3	-2	0.9	-13	9
CC(NC(=O)c1ccco1)C1COc2ccccc2O1 (stereo not drawn)	10	1540	x	0.9	-14	5	4	-7	0.7	x	1
Cc1cc(NC(=O)c2ccc(Cl)c(S(=O)(=O)N3CCOCC3)c2)no1	3	1461	-0.56	1.1	0	-12	-1	-2	0.4	-2	0
CCOc1ncccc1C(=O)Nc1ccc(Cl)c(S(=O)(=O)N2CCCC2)c1	7	1639	-0.49	1	-8	-1	7	3	-1.1	-27	1
COc1ccc(/C=C/C(=O)NC(CCSC)C(=O)O)cc1 (stereo not drawn)	3	1692	0.0099	1	-1	1	5	1	-0.2	-25	0
CCn1cc(C2N3CC4(C)CN2CC(C)(C3)C4=O)c2ccccc21 (stereo not drawn)	0	1312	x	1	-13	2	-10	2	1.5	-15	-5
Cc1ccccc1NC(=O)CCN1CCCC1	4	1612	-0.036	1	1	-3	14	-8	-0.5	-13	3
CCC(C)/C(C)=N/NC(=O)c1ccc(COc2ccc(Cl)c(C)c2)cc1 (stereo not drawn)	0	1397	-0.25	1	-4	2	6	0	0.3	13	-1
COc1ccccc1NC(=S)N(Cc1ccc(C)cc1)Cc1ccccn1	3	1817	-0.12	1.1	5	-12	4	91*	-0.5	2	7
Cc1c(CCOC(=O)c2ccc([N+](=O)[O-])cc2)sc[n+]1CC(=O)c1ccccc1	2	1488	0.36	0.4	4	x	4	4	0.2	-3	-3
COCCn1c(SCC(=O)Nc2ccc(S(N)(=O)=O)cc2)nc2ccccc21	2	1416	-0.18	0.8	2	23	3	-1	0.4	x	5
CC(=O)Nc1cccc(OCC(=O)Nc2ccc(F)cc2)c1	4	1547	x	0.9	-22	11	-5	0	1.4	-27	11
O=C(CSc1nnc2c(n1)[nH]c1ccc(S(=O)(=O)N3CCOCC3)cc12)Nc1ccc(F)c(F)c1	0	1748	-0.025	1.3	2	-29	-2	-1	-0.6	-34	1
COc1ccc(-c2cc(C(=O)Nc3cc(S(=O)(=O)N4CCOCC4)ccc3N3CCOCC3)c3ccccc3n2)cc1	13	1808	1.8*	1.1	-12	-7	4	65*	-3.3	12	5
Cn1nc(-c2ccccc2)c(C(=O)Nc2ccc(Cl)cc2)c1Cl	5	1469	x	0.9	6	8	-2	-4	-0.1	x	7
CSCCC(NC(C)=O)C(=O)Oc1ccc2c3c(c(=O)oc2c1)CCCC3 (stereo not drawn)	5	1547	x	1	7	0	3	-4	-0.1	-7	-3
CSCSC1=C(C#N)C(c2ccccc2Cl)C(C(C)=O)=C(C)N1 (stereo not drawn)	7	1706	-1.4	0.7	0	30	-2	19	-0.3	-8	-7
COc1ccc(NC(=O)CCNC(C)=O)cc1NS(=O)(=O)c1ccc(F)cc1	1	1792	x	1.1	1	-6	-3	-2	1.7	-1	-4
Cc1nnc(NC(=O)C2CCCN(c3ncccn3)C2)s1 (stereo not drawn)	3	1839	0.17	1	2	5	8	-2	0.7	-24	-1
Cc1cccc(OCC(=O)Nc2sc3c(c2C#N)CCC3)c1	-8	1499	x	0.8	5	18	4	-3	0.7	x	-11
O=C(COc1cccc2ccccc12)N1CCN(c2ccccc2)CC1	2	1691	-0.17	1.2	3	-23	3	2	0.3	x	1
O=C(O)C1C2CCC(O2)C1C(=O)NCc1ccncc1 (stereo not drawn)	9	1471	-0.65	0.9	7	9	15	-3	0.9	-7	12
CC(=O)c1ccc(NC(=O)CSc2nnc(Cn3c(=O)sc4ccccc43)n2C)cc1	8	1817	x	0.8	0	16	3	-3	-0.4	10	2
O=C(NCc1ccc2c(c1)OCO2)NC1CCCCC1	10	1700	1.3	1	-4	0	3	-3	0.4	-15	4
CCS(=O)(=O)Nc1cccc(C2=NN(S(=O)(=O)c3ccc(C)cc3)C(c3cccs3)C2)c1 (stereo not drawn)	6	1343	-1.4	0.9	-6	10	0	27	-0.2	10	2
CC(N=C1NS(=O)(=O)c2ccccc21)C(=O)NCCCc1ccccc1 (stereo not drawn)	5	1540	0.35	1.1	8	-14	-5	6	-0.1	0	-1
Cc1c(Cl)cccc1NC(=O)C1Cc2ccccc2CN1C(=O)c1ccccc1 (stereo not drawn)	8	1607	x	0.7	-12	29	-1	4	3.4	0	3
COC(=O)CCCCC1SCC(NC(=O)c2ccccc2)C1=O (stereo not drawn)	13	1618	0.36	0.9	-3	7	6	-3	-1.2	-32	2
c1coc(CNC2C3CC4CC(C3)CC2C4)c1 (stereo not drawn)	-1	1421	0.8	1	0	4	1	3	0.0	x	1
CCCn1cnc2cc(NCc3ccccn3)ccc21	x	x	x	0.9	x	6	x	2	-1.3	-7	x
CCC(C)NC(=O)C1CCC(=O)N(c2cc(OC)c(OC)c(OC)c2)C1c1ccc(OC)cc1 (stereo not drawn)	-2	1579	x	0.9	1	13	10	-2	0.3	x	0
Clc1ccccc1CSc1nnc(-c2ccncc2)o1	8	1640	x	0.9	-1	13	4	0	0.6	x	4
N#Cc1ccc(COn2nnc3ccccc32)cc1	8	1546	-0.17	1	-7	-2	5	-8	-2.1	4	3
Cc1ccc(Nc2nc3c([nH]2)c(=O)n(C)c(=O)n3C)cc1	11	1748	x	0.9	7	8	2	3	-0.7	x	21
CN1CCc2c(OCC(=O)N3N=C(c4cccs4)CC3c3ccc(F)cc3)cccc2C1=O (stereo not drawn)	3	1620	x	1	-5	0	13	26	-0.1	-4	1
CC1Cc2ccccc2N1C(=O)COC(=O)C1(c2ccccc2F)CCCC1 (stereo not drawn)	4	1602	-0.78	0.8	-6	15	7	8	0.8	-7	-3
COc1ccc(/C=N/NC(=O)c2ccc(O)cc2O)cc1CSc1ccccn1	7	1568	x	1.1	-1	-14	14	-11	0.4	-12	3
CCOc1cc(N2CCOCC2)c(OCC)cc1NC(=O)c1cc(-c2ccco2)nc2ccccc12	6	1624	x	1	0	3	4	-2	-2.2	x	3
CCc1cc2c(=O)[nH]c(Cc3ccc(Cl)cc3)nc2s1	4	1540	-0.0035	0.5	11	x	7	-6	0.0	x	13
COc1ccc(NS(=O)(=O)c2ccc(OC)c(N(C)S(=O)(=O)c3ccc(Cl)cc3)c2)cc1	0	1433	x	0.9	-3	10	9	100*	-5.3	x	6
CCCC1CCC(c2nc(-c3cccnc3)no2)CC1 (stereo not drawn)	-3	1560	x	1	2	-1	-2	-4	1.5	4	4
Cn1c(N)c(C(=O)COC(=O)c2nc(Cl)ccc2Cl)c(=O)n(C)c1=O	2	1616	-0.41	1.1	4	-6	-2	-2	-0.8	-4	1

An excerpt from above, showing only bIAP inhibitor:
smiles | bIAP inhibitor
CC1Cc2ccccc2N1C(=O)COC(=O)C1(c2ccccc2F)CCCC1 (stereo not drawn) | 15
COc1ccc(/C=N/NC(=O)c2ccc(O)cc2O)cc1CSc1ccccn1 | -14

(list continues)
SMILES	PPARg SRC-1 ag	SRC2 TRFRET art	ROMK mod	bIAP act	TLR4 MyD88 comp	bIAP inhibitor	PPARg SRC-2 ag	L major viab	Redox H2O2 prof	S1P3 antag	PPARg SRC3 recr
O=C(Nc1ccccc1)OCCN1CCN(Cc2ccccc2)CCC1=O	8	1647	-1.2	1.4	-11	-44	6	3	-0.6	-34	5
COc1ccccc1CN=Cc1[nH]c2ccc(Br)c(Cl)c2c1O	-1	1650	-3.6*	0.7	5	34	-3	24	0.8	x	4
O=C(O)/C=C/C(=O)N1CCN(c2ccccc2F)CC1	-8	1636	0.81	1.3	-5	-29	2	-6	-0.1	-2	1
COC1=CCC2([N+](=O)[O-])CN(CCO)CC1([N+](=O)[O-])C2 (stereo not drawn)	0	1698	-0.0039	1	-9	2	0	-5	-0.2	-8	0

High-throughput results from PubChem.
